Source: PubChem (several laboratories)
GDH-TPI inh – GDH-TPI coupling enzyme inhibitors, primary screen, artefact control for M. tuberculosis FBA inhibitor project, biochemical, absorbance, full deck | hit rate 1.2% among 360,000 | inhibition, % at 4.8 µM | GDH-TPI coupled enzyme counterscreen, NADH absorbance;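 also: 0% = DMSO wells and 100% = wells lacking the enzyme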
FadD28 FP inh – inhibitors of FadD28 bisubstrate probe binding, primary screen, biochemical, fluorescence polarization, single point | hit rate 0.22% among 360,000 | AID 588549, 2011 | inhibition, % at 12.5 µM | Mycobacterium tuberculosis FadD28 fatty-acid-AMP ligase; in the data active = inhibition above about 8.5%, passing the limit was not always enough; inconclusive = no clear call, values can overlap the other calls
MazEF act – activators of E. coli MazEF toxin-antitoxin RNase, primary screen, biochemical, fluorescence, uHTS. hit rate 0.32% among 350,000. activation, % at 20 µM. FAM/BHQ RNA-DNA oligo cleavage fluorescence, 5 h. AID 504720, 2011; in the data active = activation above about 50%
Target sequence (P0AE70 whole entry, looked up): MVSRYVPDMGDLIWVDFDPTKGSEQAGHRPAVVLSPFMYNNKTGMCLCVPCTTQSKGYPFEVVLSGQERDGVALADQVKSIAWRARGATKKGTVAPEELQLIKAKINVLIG
VHR inh abs – VHR1 phosphatase inhibitors, primary screen, biochemical, absorbance, uHTS | recombinant VHR phosphatase, pNPP absorbance | inhibition, % at 13.3 µM | AID 1654, 2009 | hit rate 0.52% among 290,000; in the data active = inhibition above about 50%; also: some compounds called inactive have numbers as strong as hits
Target sequence (P51452 whole entry, looked up): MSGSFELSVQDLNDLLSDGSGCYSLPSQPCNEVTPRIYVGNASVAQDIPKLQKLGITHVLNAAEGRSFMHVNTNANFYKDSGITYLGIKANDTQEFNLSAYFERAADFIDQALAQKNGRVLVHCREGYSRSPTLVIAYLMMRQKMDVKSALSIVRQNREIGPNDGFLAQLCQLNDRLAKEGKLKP
CCHFV vOTU inh – CCHFV vOTU protease inhibitors, primary screen, biochemical, Pep-AMC substrate, fluorescence; AID 651958, 2012; hit rate 0.55% among 370,000; Crimean-Congo hemorrhagic fever virus L polyprotein viral ovarian tumor (vOTU) protease …; inhibition, % at 11.5 µM; also: 0% = vehicle wells with enzyme and 100% = no enzyme wells
BioA inh – M. tuberculosis BioA enzyme inhibitors, primary screen, biochemical, plate reader, single point, HTS. 7,8-diaminopelargonic acid synthase BioA (Mycobacterium tuberculosis). purified M. tuberculosis BioA enzyme. inhibition, % at 9.99 µM. hit rate 0.096% among 360,000. AID 602481, 2012; in the data active = inhibition above about 40%; inconclusive = no clear call, values can overlap the other calls
BoNT F protease – BoNT/F light chain protease inhibitors, primary screen, biochemical, flow cytometry, MLPCN library; inhibition, % at 10 µM; hit rate 0.22% among 360,000; Multiplex microsphere protease cleavage assay; Botulinum neurotoxin type F light chain protease (Clostridium botulinum); in the data active = inhibition above about 35%, passing the limit was not always enough; inconclusive = no clear call, values can overlap the other calls; also: plate controls were buffer without enzyme for full effect and enzyme alone for no effect
Rv3671c inh – Rv3671c serine protease inhibitors, primary screen, biochemical, fluorescence polarization, M. tuberculosis H37Rv. P9WHR9. inhibition, % at 5.96 µM. hit rate 0.048% among 320,000; in the data active = inhibition above about 38%;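 also: extracellular domain of Rv3671c used as enzyme; 0% = enzyme with DMSO and 100% = no enzyme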
Target sequence (P9WHR9 whole entry, looked up, the tested form may be a part): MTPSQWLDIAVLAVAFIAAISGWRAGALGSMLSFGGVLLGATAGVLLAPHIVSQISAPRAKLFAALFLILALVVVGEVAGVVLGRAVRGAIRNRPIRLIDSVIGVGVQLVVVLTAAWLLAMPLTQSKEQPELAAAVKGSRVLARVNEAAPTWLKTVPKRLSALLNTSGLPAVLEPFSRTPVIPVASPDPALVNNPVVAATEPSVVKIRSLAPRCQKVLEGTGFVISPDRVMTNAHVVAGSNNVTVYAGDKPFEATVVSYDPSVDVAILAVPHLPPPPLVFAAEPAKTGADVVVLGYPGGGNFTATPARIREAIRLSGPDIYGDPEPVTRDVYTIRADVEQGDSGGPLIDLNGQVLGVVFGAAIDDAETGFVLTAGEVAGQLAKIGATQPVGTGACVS
Mtb UGM inh – M. tuberculosis UGM enzyme inhibitors, primary screen, biochemical, fluorescence polarization, single point; UDP-galactopyranose mutase (Mycobacterium tuberculosis (strain ATCC 25618 / H37Rv)), …; purified UGM, fluorescence polarization probe displacement; inhibition, % at 10 µM; hit rate 0.06% among 320,000; in the data active = inhibition above about 10%, passing the limit was not always enough; inconclusive = no clear call, values can overlap the other calls
Mtb FBA inh – Mtb FBA enzyme inhibitors, primary screen, biochemical, fluorescence, strain H37Rv; Fructose-bisphosphate aldolase (Mycobacterium tuberculosis (strain ATCC 25618 / H37Rv)), …; purified M. tuberculosis FBA, fluorescence read-out; inhibition, % at 1 µM; hit rate 2.3% among 360,000; in the data active = inhibition above about 27%;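 also: 0% = vehicle and 100% = reference inhibitor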
Target sequence (P9WQA3 whole entry, looked up): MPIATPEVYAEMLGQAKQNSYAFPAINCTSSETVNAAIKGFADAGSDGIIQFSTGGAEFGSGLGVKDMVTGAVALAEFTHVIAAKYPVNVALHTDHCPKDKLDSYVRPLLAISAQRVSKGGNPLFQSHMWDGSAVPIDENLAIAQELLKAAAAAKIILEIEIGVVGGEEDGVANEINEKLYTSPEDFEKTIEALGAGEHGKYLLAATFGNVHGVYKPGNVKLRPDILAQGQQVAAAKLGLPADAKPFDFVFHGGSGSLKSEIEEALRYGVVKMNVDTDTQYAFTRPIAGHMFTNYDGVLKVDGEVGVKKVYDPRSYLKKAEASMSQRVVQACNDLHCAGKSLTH
* hit, by the source's call; ? = inconclusive; . = not tested or not shown; & = joins results of further samples. Rule as the data show it, unless noted: active = inhibition above about 30%; inactive = the rest.

mol	GDH-TPI inh	FadD28 FP inh	MazEF act	VHR inh abs	CCHFV vOTU inh	BioA inh	BoNT F protease	Rv3671c inh	Mtb UGM inh	Mtb FBA inh
CCN1C(=O)CC(C(C)C)N(C2CCCC2)c2nc(Nc3ccc(C(=O)NC4CCN(C)CC4)cc3OC)ncc21 (stereo not drawn)	20	-1.0	15	.	.	0.5	-18	.	.	4
C=CCN=C(C)C1=C(O)CCC1=O	-15	-2.6	-2	-6	16	.	4	-4	0.3	-2
CCOC(=O)C1=CC[C@H]2c3c(c4ccccc4n3C)C(=O)C1N2Cc1ccccc1	11	0.2	0	.	-3	-3.4	4	1	3.9	4
COc1ccc(OCCOC(=O)c2ccc(F)c(S(=O)(=O)N3CCOCC3)c2)cc1	0	-0.1	0	.	0	-0.7	.	4	-2.1	3
CCOP(=O)(c1ccccc1)c1nc(-c2ccccc2C)oc1NCc1ccccc1 (stereo not drawn)	5	-1.2	-2	-8	-13	.	?	6	3.2	-3
O=C(Nc1ccc(Br)cn1)c1cccc2ccccc12	-1	-0.9	4	.	2	0.7	16	-3	-0.7	4
COc1ccc(NC(=O)C2CCCN2C(=O)NCc2ccccc2)cc1OC (stereo not drawn)	-14	-2.5	3	33	-3	.	10	-7	0.9	-18
Cc1ccc(OC(=O)C(F)(F)F)c2c1NCCC2	3	-1.0	5	-1	14	-0.4	-5	4	0.6	-3
C[C@H](CO)N1C[C@H](C)[C@@H](CN(C)C(=O)Nc2ccccc2)Oc2ccc(NC(=O)c3ccncc3)cc2C1=O	7	0.6	-7	.	0	-2.8&-1.5	-1	4	.	0
CC1CCCCN1C(=O)Cn1cc(C=O)c2ccccc21 (stereo not drawn)	3	0.1	0	4	-3	.	-2	0	4.9	6
O=C(CN1CCSC1=O)N1CCN(S(=O)(=O)c2ccccc2)CC1	6	-2.2	-6	.	5	6.2	-4	-3	0.8	3
Cc1ccc(S(=O)(=O)N2CCOC23CCN(C(=O)c2ccccc2Br)CC3)cc1	-6	-4.7	6	-4	-11	7.3	12	7	-0.4	1
O=C(O)c1sccc1SCc1ccc(Cl)cc1Cl	4	-6.2	-6	27	-12	1.3	-5	3	-2.4	2
Cc1ccc2c(c1)nnn2C1CCN(S(=O)(=O)c2ccc(C(=O)N(C)C)cc2)CC1	1	-1.0	1	18	5	5.3	0	-6	0.2	0
COc1ccc(OC)c(NC(=O)Nc2ccc3c(c2)OCO3)c1	3	0.8	8	10	1	-0.6	.	1	-2.6	-2
Cc1ccc(C)c(NC(=O)CN(C)C(=O)c2ccc(-n3cncn3)c([N+](=O)[O-])c2)c1	5	-2.9	-7	.	-4	.	6	-3	-0.7	0
CCn1c(N2CCC(Cc3ccccc3)CC2)nc2c1c(=O)[nH]c(=O)n2C	-6	-6.7	5	21	21	4.1	10	7	-2.6	1
COCc1cc(=O)n2c(-c3ccc(C)cc3)n[nH]c2n1	16	0.6	-1	8	-1	-0.6	9	5	-1.0	10
CC(C)(C)NC(=O)CN(Cc1cccs1)C(=O)CNS(=O)(=O)c1ccc(F)cc1	-2	0.2	6	4	5	.	-4	0	1.5	2
COc1cc(C(=O)NCCOc2ccccc2)c(Br)c(OC)c1OC	5	-4.0	-3	13	1	-0.7	-9	-2	-0.7	-1
Cc1ccc(CNC(=O)[C@@H]2CCC(=O)N2Cc2ccco2)cc1	4	-2.2	-1	6	2	-0.8	15	7	0.9	4
CCOC(=O)CSc1nc2cc(C(F)(F)F)cnc2n1C	11	-0.2	10	29	-13	.	.	7	0.0	2
CN(Cc1cc(-c2ccccc2)on1)C(=O)c1cc(COc2c(F)cccc2F)on1	2	-2.8	4	22	-2	-0.9	-4	-1	0.6	0
COc1ccc(C(=O)NCC(c2ccco2)N2CCOCC2)cc1 (stereo not drawn)	-1	-3.4	3	.	1	-1.6	-10	.	.	1
COc1ccc(-c2nc(-c3ccccn3)nc(N3CCN(C)CC3)c2C#N)cc1	4	-5.1	10	27	-8	2.0	-3	10	0.8	-1
Cc1n[nH]c(C)c1CCc1nc2c3ccccc3nc(SCC(=O)Nc3ccccc3F)n2n1	5	0.2	-11	33	-17	-2.3	-16	-19	-0.6	2
O=C(NC1CC1)c1cccc2c1C(=O)c1ccc(N3CCC(N4CCCCC4)CC3)cc1S2(=O)=O	2	-2.7	-122	.	-1	-17	-1	.	.	-14
CCn1c2ccccc2c2nnc(SCC(=O)c3c(N)n(C)c(=O)n(C)c3=O)nc21	0	0.3	10	9	-15	.	-8	7	1.7	3
CC(C)(C)c1nc2ccc([N+](=O)[O-])cc2[nH]1	12	0.5	2	1	-5	1.1	3	7	-0.5	4
O=C(Nc1cc(C(F)(F)F)ccc1N1CCOCC1)C1=NN(c2ccccc2)C(=O)CC1	-3	-4.7	2	-9	15	2.3	5	1	1.2	3
O=C(Nc1ccc(N2CCN(C(=O)C3CC3)CC2)cc1)c1cccs1	3	-0.3	8	2	7	.	-4	-4	1.8	1
CC1C(=O)Nc2ccc(S(=O)(=O)N3CCc4ccccc4C3)cc2NC1=O (stereo not drawn)	-3	-5.1	7	22	10	4.7	-15	-2	1.1	1
CC(=O)Nc1ccc(S(=O)(=O)CCC(=O)O)cc1	-9	-3.8	-2	9	9	-1.3	1	-3	1.5	-1
Cc1ccccc1C1c2[nH]c3ccccc3c2CCN1Cc1cccn1-c1ncccn1 (stereo not drawn)	30	-0.4	-23	-3	-3	-0.7	-5	0	-3.3	10
CCOc1ccccc1NC(=O)c1ccccc1NS(C)(=O)=O	5	-3.7	16	16	20	-1.1	6	-1	-1.2	-1
COc1ccc(Cc2nnc(NCCO)[nH]c2=O)cc1OC	5	0.5	8	20	-9	-0.8	19	5	0.2	0
CCOc1ccc(Cl)cc1S(=O)(=O)n1cnc2ccccc21	3	-2.1	-2	-5	-4	0.3	11	-1	3.5	-2
COc1ccc(-c2nc3cnccn3c2NCc2ccccc2)cc1SC1CCCCC1	-8	-3.5	-14	.	.	-1.0	-1	-3	-1.7	20
O=C(NC1CCN(Cc2ccccc2)CC1)c1cccc(S(=O)(=O)Nc2ccc(F)cc2)c1	8	-3.0	-3	.	3	1.4	-16	9	-1.0	4
COC(=O)c1cc(S(=O)(=O)N2CCCC2)c(Cl)cc1Cl	0	0.2	8	5	4	0.2	?	-3	1.3	-1
CCOC(=O)C1=CN(CC)S(=O)(=O)NC1c1ccccc1 (stereo not drawn)	5	1.2	12	.	-5	-0.7	-2	.	.	5
CCCN(CC(=O)Nc1ccccc1OC)C(=O)c1ccc2[nH]c3c(c2c1)CC(C)CC3 (stereo not drawn)	12	-1.6	4	.	38*	-0.4	-7	-10	1.6	5
CC(C)C(=O)N1CCN(c2ccc([N+](=O)[O-])c(NC(C)c3ccccc3)c2)CC1 (stereo not drawn)	5	-6.4	-1	1	10	4.2	-16	-8	-2.0	-16
CCc1nccn1CCC(=O)NC1CCCc2c1cnn2-c1ccc(F)cc1F (stereo not drawn)	6	0.4	-7	1	-3	4.5	7	4	-0.9	3
CN(C)c1ccc(-c2nn3c(-c4ccccc4Cl)nnc3s2)cc1	20	0.4	-17	9	-13	-2.3	?	-4	0.4	22
NC(Cc1ccccc1)c1csc(Nc2ccc(C(=O)NCCO)cc2)n1 (stereo not drawn)	20	-4.5	.	.	1	-1.5	-1	.	.	-5
COc1ccc(CC(=O)OCC(=O)N(C)C2CCS(=O)(=O)C2)cc1OC (stereo not drawn)	-4	-3.9	6	.	2	0.3	2	1	-1.7	-3
Cn1c(SCC(=O)Nc2ccc(C(N)=O)cc2)nc2c(c1=O)SCC2	2	-1.7	1	10	5	3.1	-4	4	-0.4	-1
Cc1ccc(NC(=O)N2CCN(Cc3ccc4c(c3)OCO4)CC2)cc1	9	-1.7	1	-13	5	8.5	-9	-3	0.6	3
COc1ccc(CCNC(=O)C2CCCN2C(=O)Nc2cccc(OC)c2)cc1 (stereo not drawn)	-10	-3.9	2	-5	2	6.2	17	7	0.9	1
Cc1nnc(SCC2CCCO2)n1-c1ccccc1 (stereo not drawn)	9	1.5	13	15	-5	1.2	-2	5	2.1	1
CC(C)(C)c1cc(-c2ccccc2)no1	0	0.5	14	17	6	.	1	-3	1.0	-2
CCCCCCCCCCC[C@@H](C[C@@H]1OC(=O)[C@H]1CCCCCC)OC(=O)[C@H](CC(C)C)NC=O	-4	-1.1	-15	7	1	0.3	-4	1	0.0	1
O=c1[nH]c(=S)[nH]c2nccnc12	14	-0.2	7	.	5	-0.3	-8	.	.	-1
Cc1cc(NC(=O)c2ccc(Cl)cc2)n(-c2ccccc2)n1	-1	.	0	10	-18	18	6	-8	-0.6	0
Cc1ccc(OCc2cc(C(=O)NCCc3cccnc3)no2)cc1C	1	-2.2	-1	27	3	-1.8	-1	0	2.5	-1

Not a retest: entries from further up.
mol	GDH-TPI inh	FadD28 FP inh	MazEF act	VHR inh abs	CCHFV vOTU inh	BioA inh	BoNT F protease	Rv3671c inh	Mtb UGM inh	Mtb FBA inh
COc1ccc(CCNC(=O)C2CCCN2C(=O)Nc2cccc(OC)c2)cc1 (stereo not drawn)	-10	-3.9	2	-5	2	6.2	17	7	0.9	1
Cc1nnc(SCC2CCCO2)n1-c1ccccc1 (stereo not drawn)	9	1.5	13	15	-5	1.2	-2	5	2.1	1
CC(C)(C)c1cc(-c2ccccc2)no1	0	0.5	14	17	6	.	1	-3	1.0	-2
CCCCCCCCCCC[C@@H](C[C@@H]1OC(=O)[C@H]1CCCCCC)OC(=O)[C@H](CC(C)C)NC=O	-4	-1.1	-15	7	1	0.3	-4	1	0.0	1

Entries shown so far containing a thiophene ring, fused or not:
mol	GDH-TPI inh	FadD28 FP inh	MazEF act	VHR inh abs	CCHFV vOTU inh	BioA inh	BoNT F protease	Rv3671c inh	Mtb UGM inh	Mtb FBA inh
O=C(O)c1sccc1SCc1ccc(Cl)cc1Cl	4	-6.2	-6	27	-12	1.3	-5	3	-2.4	2
CC(C)(C)NC(=O)CN(Cc1cccs1)C(=O)CNS(=O)(=O)c1ccc(F)cc1	-2	0.2	6	4	5	.	-4	0	1.5	2
O=C(Nc1ccc(N2CCN(C(=O)C3CC3)CC2)cc1)c1cccs1	3	-0.3	8	2	7	.	-4	-4	1.8	1

Arranged by SMILES length (largest number first): some entries from above.
mol	GDH-TPI inh	FadD28 FP inh	MazEF act	VHR inh abs	CCHFV vOTU inh	BioA inh	BoNT F protease	Rv3671c inh	Mtb UGM inh	Mtb FBA inh
O=C(NC1CCN(Cc2ccccc2)CC1)c1cccc(S(=O)(=O)Nc2ccc(F)cc2)c1	8	-3.0	-3	.	3	1.4	-16	9	-1.0	4
CCOP(=O)(c1ccccc1)c1nc(-c2ccccc2C)oc1NCc1ccccc1 (stereo not drawn)	5	-1.2	-2	-8	-13	.	?	6	3.2	-3
COc1ccc(C(=O)NCC(c2ccco2)N2CCOCC2)cc1 (stereo not drawn)	-1	-3.4	3	.	1	-1.6	-10	.	.	1
